PKA-R1A act: activates the PKA-R1A holoenzyme complex; PKA-R1A dissociation, Cy5-IP20 fluorescence polarization; scaled: DMSO 0%, 113 µM cGMP 100%; activation, % at 11.4 µM; hit rate 0.083% among 340,000;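 active means percent activation above the mean of all tested compounds plus 3 SD, cut at about 19% in these data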;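 further: higher means more PKAc released from R1A so a rise in polarization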
Ecoli viability: counter-screen for AddAB inhibitors: E. coli growth inhibition. E. coli V3065 growth, OD600 absorbance, 18 h. inhibition, % at 11.9 µM. hit rate 0.27% among 330,000;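 active means inhibition above the campaign's mean inhibition across all tested compounds plus 3 SD, cut at about 9.9% in these data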;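 further: uninfected addAB+ strain grown without phage in ampicillin broth; 0% = DMSO wells and 100% = ciprofloxacin 0.95 µg/ml wells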
Arr AP2 block: blocks beta-arrestin peptide binding to AP2 adaptin; inhibition, % at 10 µM; FITC-arrestin peptide / GST-AP2 beads, flow cytometry; AP2 beta2 appendage carries R879A mutation; hit rate 0.31% among 340,000;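 active means inhibition above a set limit, near 3 SD of compounds lacking own fluorescence, cut at about 54% in these data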;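 further: plate controls were DMSO wells for no effect and 5 µM unlabelled arrestin peptide for full effect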
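Material – GST-tagged AP2 beta2-adaptin appendage (R879A) on 4 µm glutathione beads · Probe or stimulus – fluorescein-tagged arrestin peptide at 50 nM final · Timing – 12 min plus 1 h, RT · Detection – bead flow cytometry, FITC channel · Read-out basis – inhibition as reduced fluorescein signal on beads, percent · Medium – PBS plus Tween 20 (0.05%) and BSA (0.1%)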
Tat export inh: E. coli Tat transport inhibition | E. coli MC4100 TorA-mCherry Tat export, fluorescence | hit rate 0.036% among 340,000 | AID 488895 | inhibition, % at 10 µM;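 active means mean replicate inhibition at least 50% and at least half of replicates individually reaching 50%; inconclusive means only one of the two criteria met; inactive means neither criterion met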;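 further: exported cargo escapes ClpAP degradation while cytoplasmic cargo is degraded and loses fluorescence; 0% = median of neutral control wells and 100% = median of NaSCN control wells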
phage Ecoli inh: E. coli growth loss with phage present | growth absorbance | inhibition, % at 11.9 µM | hit rate 0.26% among 360,000; in the data active means inhibition above about 11%
MOR-DOR ag: OPRM1-OPRD1 heterodimerization agonism; AID 504326; hit rate 0.3% among 340,000; activation, % at 9.3 µM; P35372+P41143; cells, luminescence; in the data active means activation above about 18%;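 further: 0% = vehicle-treated cells and 100% = reference agonist; values of inactives mirror those of a sister screen read the other way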
PfHsp90 yeast 2: reduces growth (ATP signal) of yeast expressing P. falciparum Hsp90. S. cerevisiae expressing PfHsp90, BacTiter-Glo ATP, 48 h; yeast lacking PDR1 and PDR3 efflux regulators. hit rate 0.32% among 310,000. inhibition, % at 9.4 µM;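 active means every replicate shows inhibition above about 80%, whatever the replicate mean, limit read from the data; inconclusive means mean inhibition reaches the set limit but some replicate falls short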;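 further: 0% = DMSO neutral controls and 100% = 20 µM radicicol positive controls; yeast relying on Plasmodium falciparum Hsp90 in place of its own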
Pemphigus Ab inh: inhibitors of pemphigus antibody binding to human desmoglein-3; P32926; DSG3-coupled beads, scFv-anti-DSG3-GFP binding, flow cytometry; active compounds read low; binding (percent of control), % at 10 µM; hit rate 0.48% among 310,000; AID 588358;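 active means binding more than 3 SD below its plate's average and above zero; inconclusive means below that plate limit but binding exactly zero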;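 further: hits lower antibody fragment binding to DSG3; some compounds called inactive have numbers as strong as hits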
Target sequence (P32926 whole entry, looked up, the tested form may be a part): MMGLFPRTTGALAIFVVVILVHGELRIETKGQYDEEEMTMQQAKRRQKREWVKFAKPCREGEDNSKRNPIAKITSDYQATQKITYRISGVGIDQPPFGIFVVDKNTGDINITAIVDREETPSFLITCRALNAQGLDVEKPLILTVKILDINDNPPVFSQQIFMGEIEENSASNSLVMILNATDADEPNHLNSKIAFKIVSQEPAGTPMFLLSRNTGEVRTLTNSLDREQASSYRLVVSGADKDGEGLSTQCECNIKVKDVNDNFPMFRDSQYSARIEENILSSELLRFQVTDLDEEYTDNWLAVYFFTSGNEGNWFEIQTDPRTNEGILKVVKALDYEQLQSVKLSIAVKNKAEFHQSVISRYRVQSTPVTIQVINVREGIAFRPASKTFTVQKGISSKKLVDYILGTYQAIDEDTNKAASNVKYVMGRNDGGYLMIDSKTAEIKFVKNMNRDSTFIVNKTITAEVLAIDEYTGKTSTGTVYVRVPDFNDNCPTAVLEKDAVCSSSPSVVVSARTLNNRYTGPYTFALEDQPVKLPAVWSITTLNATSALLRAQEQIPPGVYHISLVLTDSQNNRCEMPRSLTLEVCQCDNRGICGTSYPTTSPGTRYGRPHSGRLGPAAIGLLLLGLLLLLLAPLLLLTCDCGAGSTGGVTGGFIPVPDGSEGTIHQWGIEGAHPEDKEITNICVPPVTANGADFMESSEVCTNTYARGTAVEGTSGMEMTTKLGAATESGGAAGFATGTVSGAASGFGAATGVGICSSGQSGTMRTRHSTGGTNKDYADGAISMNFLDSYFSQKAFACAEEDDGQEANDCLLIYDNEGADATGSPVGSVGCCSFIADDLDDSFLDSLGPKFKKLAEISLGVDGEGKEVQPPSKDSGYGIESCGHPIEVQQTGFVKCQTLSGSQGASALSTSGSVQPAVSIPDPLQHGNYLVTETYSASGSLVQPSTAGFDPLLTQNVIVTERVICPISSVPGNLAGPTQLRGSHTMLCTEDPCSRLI
MOR-DOR inv ag: inverse agonists of human mu-delta opioid receptor heterodimerization. P35372+P41143. cell-based MOR-DOR heterodimer luminescence, inverse agonism. inhibition, % at 9.3 µM. hit rate 0.21% among 340,000. AID 504357; in the data active means inhibition above about 22%, passing the limit was not always enough;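 further: 0% = cells with DMSO and 100% = wells without cells with DMSO; values of inactives mirror those of a sister screen read the other way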
Mot1-301 SUMO: inhibitors of SUMOylation pathway: yeast Mot1-301 growth rescue; S. cerevisiae Mot1-301 growth rescue, ATP luminescence, 38.5C; percent above DMSO median, 100 means doubled; growth rescue, % at 18.8 µM; hit rate 1% among 320,000;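 active means every valid replicate shows activation above 250% relative to neutral control wells; inactive means the rest, any valid replicate at or below 250%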;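 further: OY570 slx delta 5 strain wells were the positive control but not used for scaling; some compounds called inactive have numbers as strong as hits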
AddAB inh: less growth of phage-infected E. coli with AddAB | E. coli expressing H. pylori AddAB, absorbance growth | inhibition, % at 11.9 µM | hit rate 0.29% among 330,000 | AID 435030; in the data active means inhibition above about 12%;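 further: 0% = vehicle wells of infected cells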
Active calls of the source: *; ? = inconclusive; nt = not tested or not shown; & = joins results of further samples.

Molecule,Mot1-301 SUMO,Ecoli viability,AddAB inh,PfHsp90 yeast 2,phage Ecoli inh,Pemphigus Ab inh,PKA-R1A act,Arr AP2 block,MOR-DOR inv ag,MOR-DOR ag,Tat export inh
COC(=O)c1ccccc1NC(=O)c1cc(-c2ccco2)on1,113,1.6,0.1,-3,1.3,104,8,19,8,-1.2,-4
CC(C)(C)C(=O)C1=C(O)C(=O)N(Cc2ccccc2)C1c1ccccc1Cl (centres undefined),20,1.8,1.2,-22,2.7,107,-4,-4,5,-0.8,-7
Cn1cc(CN2CCCC(CO)C2)c(-c2ccc(Oc3ccccc3)cc2)n1 (centres undefined),27,-1.5,-0.5,4,2.2,109,-7,-1,-18,2.7,0
O=C(Nc1ccc(C(=O)NCCCN2CCN(c3ccc(F)cc3)CC2)cc1)C1=CSCCO1,4,-1.4,1.7,7,0.8,95,-12,-5,12,-2.2,2
Cn1c(SCC(=O)Nc2nccs2)nnc1-c1ccccn1,196,1.5,2.8,-18,2.0,101,3,-11,21,-3.8,1
Cc1cc(C(=O)CSc2n[nH]c(N)n2)c(C)n1-c1ccc2c(c1)OCO2,10,0.0,1.7,3,3.3,109,-5,-5,1,-0.3,0
CCC(C(=O)N1CCN(C(=O)c2ccco2)CC1)c1ccccc1 (centres undefined),-11,0.5,0.7,nt,4.5,104,7,-3,1,-0.2,0
O=C1NC2=C(C(=O)CCC2)C(c2ccc([N+](=O)[O-])cc2)N1 (centres undefined),3,0.1,4.3,-6,1.1,nt,-12,2,1,-0.1,-1
C[C@H]1CCC[C@]2(CC(=O)c3cc(F)ccc3O2)C1,8,-2.2,2.3,26,3.2,99,-1,21,-9,1.5,11
Cc1cnc(C(=O)OCC(=O)c2ccc(C)s2)cn1,-11,0.9,2.2,-12,2.0,105,-10,-7,13,-2.4,-8
COc1ccc(CNC(=O)c2c(F)c(F)c(F)c(F)c2F)cc1,nt,1.2,0.7,43,3.2,nt,2,6,-30,6.1,-4
CCN(C(=O)Cn1nc(C)n2c(cc3cc(C)ccc32)c1=O)c1ccccc1,11,-2.6,-0.2,1,2.4,nt,8,-10,13,-2.5,3
Cc1cc(=O)[nH]c(N/N=C/c2ccc(-c3ccc(F)cc3)o2)n1,-26,-1.1,4.2,28,1.6,100,-6,28,-8,1.5,-3
COCC(C)OC(=O)/C(C#N)=C\c1coc2ccc(C)cc2c1=O (centres undefined),12,0.7,4.3,15,2.2,96,14,-8,4,-0.6,0
O=C(Nc1cc(C(F)(F)F)ccc1Cl)C(NCc1ccccc1)c1ccccc1 (centres undefined),3,1.9,0.9,-6,4.7,91,-5,3,-4,0.7,-4
COc1cc2c(C#CCCO)c(-c3ccsc3)oc(=O)c2cc1OC,-1,-1.6,0.6,-7,1.4,105,-9,2,7,-1.2,-11
COc1ccccc1CNC(=O)COC(=O)c1ccc(Cl)nc1,9,0.8,-1.7,16,3.0,126,4,9,-8,1.5,-3
CCOc1ccc(N=Cc2ccccc2O)cc1,nt,nt,nt,10,-1.1,103,5,5,3,-0.5,0
OCCCn1c(C2CCCN2c2nc(-c3ccc(F)cc3)cs2)nc2cc(Cl)c(Cl)cc21 (centres undefined),2,-0.9,2.7,107*,3.8,100,-2,-1,-30,6.6,9
O=C(NCc1ccccn1)Nc1cccc(Cl)c1Cl,0,1.3,0.9,6,0.7,108,0,-12,4,-1.1,-5
CC(=O)c1ccc(C(=O)NC2CCCN(Cc3ccccc3F)C2)cc1 (centres undefined),-9,0.8,3.0,-1,2.3,117,-1,2,7,-1.4,5
CC(=O)N1Cc2ccccc2CC1C(=O)O (centres undefined),215,-2.4,2.5,-3,-0.3,99,-11,-5,12,-2.2,-2
CC(OC(=O)Cn1cnc2c1c(=O)n(C)c(=O)n2C)C(=O)c1ccccc1 (centres undefined),1,1.2,2.9,nt,2.1,101,-13,3,11,-2.1,0
O=C(O)c1ccc(OCc2occc2C(=O)O)cc1,2,0.6,0.2,31,1.8,69,2,-3,3,-0.6,13
Cc1ccc(C)c(S(=O)(=O)N2CCN(C(=O)Cc3c(F)cccc3Cl)CC2)c1,64,-0.2,-1.5,-4,2.2,118,0,0,10,-1.8,4
O=C(OCC(=O)N1CCCC1)c1cc(=O)c2ccccc2o1,12,0.5,2.5,nt,0.0,104,-2,-2,10,-2.2,-4
COc1cccc(C(=O)NC2CC3CCCC(C2)N3S(=O)(=O)c2ccccc2)c1 (centres undefined),-10,-1.0,-0.1,4,-1.9,100,-6,7,18,-3.5,3
CCN(CC)S(=O)(=O)c1ccc(Cl)c(NC(=O)COc2ccccc2[N+](=O)[O-])c1,7,-0.9,4.4,17,2.3,100,-5,7,-73,15,-14
Cc1ccccc1Nc1nn2c(=O)c3ccccc3nc2s1,13,-0.2,1.9,-41,3.4,77,-10,2,-11,2.2,6
Cc1ccccc1NC(=O)Cc1nc(CSc2nnc(-c3ccc4c(c3)OCO4)o2)cs1,23,0.1,2.1,-11,-0.4,nt,-2,-3,14,-2.8,-2
Cc1cc(Cl)ccc1C(=O)C1CCCN(C(=O)CCn2cnnn2)C1 (centres undefined),2,3.8,5.6,-8,4.0,92,1,1,8,-1.4,-5
O=C(NNC(=O)c1ccc(Cl)cc1Cl)c1ccncc1,51,-2.5,-0.3,-17,3.6,99,5,10,-3,0.6,5
CN(C)C(=O)c1nc2ccc(Cl)cn2c1CN1CCN(c2ncccn2)CC1,1,-2.0,2.6,-1,1.6,104,6,2,6,-0.8,-2
CN(C)c1ccc(C(=O)N/N=C/c2ccccn2)cc1,20,-6.3,0.3,-1,-5.2,109,-9,-3,3,-0.9,5
COC(=O)C1=CN(Cc2cccs2)C=C(C(=O)OC)C1c1cccc(OC)c1OC,81,2.4,-1.5,-30,2.8,101,1,-6,14,-2.5,4
CN(C)C(=O)Oc1cccc([N+](C)(C)C)c1,-3,0.5&1.0,0.0&-0.8,-1&-22,2.9&4.2,101&114,13&3,20&7,6&7,-1.0&-1.2,4&2&6&4
N#Cc1cnn2cc(-c3ncc(C(F)(F)F)cc3Cl)cnc12,-6,-0.2,0.1,nt,2.5,97,4,4,-4,0.8,6
C=CCn1c(SCC(=O)NCC(=O)OCC)nnc1-c1ccccn1,4,0.7,-0.5,3,4.7,98,6,17,8,-1.4,-3
CCOC(=O)c1c(NC(=O)C(F)(OC)C(F)(F)F)sc2c1CCN(C)C2 (centres undefined),-16,-0.6,5.2,-4,0.9,107,-9,7,6,-1.2,-13
CCc1ccccc1NS(=O)(=O)Cc1ccccc1,7,0.3,-1.0,-3,3.3,122,2,7,7,-1.4,5
CC1CCN(C(=O)COC(=O)/C=C/c2ccc(Br)o2)CC1,-5,-1.1,-1.1,-10,0.3,102,0,-24,13,-3.2,4
CCc1ccc(NC(=O)c2ccc3c(c2)C(=O)N(Cc2ccco2)C3=O)cc1,69,-3.0,2.6,-2,1.1,nt,11,-2,-7,1.2,-17
COc1cccc(/C=C2/SC(=S)N(CCC(=O)N3CCOCC3)C2=O)c1,4,-0.3,0.3,-41,1.2,97,2,26,-30,3.6,-2
COc1ccc(NC(=O)COCC(=O)Nc2ccc(C)cc2)cc1,-9,-2.3,0.4,4,1.0,105,-5,1,-11,1.9,?
N#C/C(C(=O)NCc1ccccc1)=C1/SC(Cc2ccc(Cl)cc2)C(=O)N1c1ccccc1 (centres undefined),2,-0.9,-1.1,-15,4.3,100,-2,-13,-1,0.2,0
COc1ccc(OC)c(NC(=O)Cn2c(=O)n(CC3CCCO3)c(=O)c3cc(OC)c(OC)cc32)c1 (centres undefined),-14,-2.6,-2.5,-2,0.8,101,-7,5,15,-2.9,-5
O=C(NC1CCN(Cc2ccccc2)CC1)c1cccc(NS(=O)(=O)c2ccc(Br)cc2)c1,nt,nt,nt,-5,4.6,119,-4,-8,-5,1.3,0
O=C(CSc1nc2[nH]ncc2c(=O)[nH]1)Nc1ccc(Cl)c(Cl)c1,-2,1.0,1.4,nt,1.8,91,-11,16,-2,0.3,-8
O=C(COc1ccc(Cl)cc1)N1CCN(c2ncccn2)CC1,-10,1.2,2.4,6,1.5,101,3,7,2,-0.4,-2
Cc1ccc(-c2nc3cc(N)ccc3o2)c(C)c1,15,-1.6,2.1,-3,2.3,94,-8,9,4,-0.6,0
CCSc1nc(=O)n(-c2ccccc2)c(C)c1C(C)=O,-12,-2.2,1.4,-4,2.4,99,-7,0,5,-1.1,4
O=C(CCc1nnc2ccc(NCc3ccc(Cl)cc3)nn12)NC1CCCCC1,0,-2.0,0.1,0,-2.8,98,0,6,16,-2.9,-3
Cc1c(C(=O)NCCc2ccccc2)oc2ccc(S(=O)(=O)N3CCC4(CC3)OCCO4)cc12,55,-1.8,2.8,9,2.6,98,-3,4,4,-0.7,1
CC1=CC(C)C2C(=O)N(CCC[N+](C)(C)C)C(=O)C2C1 (centres undefined),-10,-3.7,2.9,8,1.4,103,-9,2,8,-1.8,2
N#CCC(=O)N1CC2(CC(c3cccc(NC(=O)COc4ccc(Cl)cc4)c3)=NO2)C[C@@H]1C(N)=O (some centres undefined),14,-1.9,-1.9,-28,-0.5,103,2,4,3,-0.5,-6
CCOC(=O)N1CCN(c2c(Nc3cc(C)[nH]n3)c(=O)c2=O)CC1,-2,0.3,0.7,-21,1.6,106,6,4,-13,2.4,8
COc1ccc(/C=N/NC(=O)c2ccc(N(C)S(=O)(=O)c3ccccc3)cc2)cc1OC,0,-0.8,0.5,-3,1.1,97,1,-11,11,-2.2,1
c1cncc(-c2nnc(-c3ccco3)o2)c1,5,1.1,0.0,-6,0.8,105,-4,2,14,-2.5,6
O=C(COC(=O)Cc1ccc(Br)cc1)NCc1cccs1,nt,-2.7,-0.9,-8,4.8,nt,-2,16,4,-0.8,1
Cc1ccc(OCC(=O)Nc2ccc(S(=O)(=O)N3CCCCC3)cc2)c([N+](=O)[O-])n1,0,2.7,3.4,-12,4.4,100,-3,2,1,-0.3,-6
Cc1cc(C)n(-c2ccc(C(=O)OCC(=O)NCc3ccco3)cc2)n1,28,-1.9,2.4,-3,2.1,87,-3,-4,6,-1.0,-5

High-throughput results: PubChem BioAssay, several laboratories
